p53 reactivator = qHTS assay for re-activators of p53 using a Luc reporter. H1299 p53-A138V BP100-luciferase reporter, luminescence, 24 h. Potency, µM (highest dose often 92.2 µM), for the others: at the highest dose activity change, positive = activation, actives largely listed as activators. 320,000 compounds, 0.063% hits. AID 504706, 2011; also: % of control where 0% means no effect; nearly all actives have a fitted effect of over 45% in size
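p53-null H1299 cells stably carrying temperature-sensitive p53-A138V and a BP100-luciferase reporter were pinned with compounds (4-point, 1:5 series) and held 24 hrs at 37 deg C. Luminescence was read 10 min after detection reagent.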
Rab9 prom act = qHTS Assay for Rab9 Promoter Activators; Huh7 Rab9 promoter-luciferase reporter, luminescence, 24 h; 320,000 compounds, 2.8% hits; AID 485297, 2010; Potency, µM (titrated, usually from 9.22 µM), for inactives: top-dose activation, negative = inhibition, usual class: activators; also: % of control where 0% means no effect; nearly all actives have a fitted effect of over 60% in size
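Huh7 cells stably carrying a Rab9 promoter-luciferase reporter, 1500 cells per well in OP-MEM I with 10% FBS, treated with compound 24 hours at 37C. Luciferase activity read by luminescence after 10 minutes with Amplite reagent.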
BRCA1 expr up = qHTS Assay to Identify Small Molecule Activators of BRCA1 Expression; MCF7-BRCA1-FFLuc reporter, luminescence, 48 h; response scale: scaled: vehicle 0%, 10 µM genistein 100%; Potency, µM (titrated, usually from 46.1 µM), for the others: top-dose activation, actives largely listed as activators; 380,000 compounds, 1.1% hits; AID 624202, 2012; also: nearly all actives have a fitted effect of over 80% in size; some results filed as inactive show a strong effect at the top dose
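Luminescence from a BRCA1-driven firefly luciferase in MCF7 cells was the read-out, taken 15 min after substrate addition following 48 h compound exposure at 37 °C. Data were normalized to a 10 microM genistein control and DMSO vehicle.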
RORg inh = qHTS for inhibitors of ROR gamma transcriptional activity | 310,000 compounds, 5.4% hits | AID 2551, 2010 | Potency, µM (series often up to 53.6 µM), without a hit: at the highest dose activity change, negative = inhibition, usual class: inhibitors | Nuclear receptor ROR-gamma (Mus musculus), P51450 | Drosophila S2 Gal4-RORgamma UAS-luciferase reporter, 20 h; also: % is scaled to controls: 0 for no effect and ±100 for the full control effect; nearly all actives have a fitted effect of over 60% in size
Target sequence (P51450 whole entry, looked up, the tested form may be a part): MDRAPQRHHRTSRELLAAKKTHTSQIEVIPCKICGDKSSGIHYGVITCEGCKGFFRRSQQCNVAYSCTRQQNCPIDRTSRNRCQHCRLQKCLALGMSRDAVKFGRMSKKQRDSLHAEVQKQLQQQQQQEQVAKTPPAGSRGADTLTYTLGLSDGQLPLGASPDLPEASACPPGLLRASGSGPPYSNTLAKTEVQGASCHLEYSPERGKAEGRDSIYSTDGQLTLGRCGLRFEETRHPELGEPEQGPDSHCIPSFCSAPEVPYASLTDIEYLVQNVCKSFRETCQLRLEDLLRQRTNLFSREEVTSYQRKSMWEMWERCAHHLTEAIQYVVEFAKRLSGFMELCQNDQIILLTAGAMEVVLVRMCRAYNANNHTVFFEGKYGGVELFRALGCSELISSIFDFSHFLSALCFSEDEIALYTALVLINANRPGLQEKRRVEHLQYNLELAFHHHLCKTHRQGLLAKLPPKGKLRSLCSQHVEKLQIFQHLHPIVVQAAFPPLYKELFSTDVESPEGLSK
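Using a luciferase readout, inhibitors were identified by reduced reporter activity in Drosophila cells coexpressing a copper-inducible Gal4–ROR gamma fusion and UAS-driven Photinus luciferase, incubated 20 hr after 700 uM copper sulfate.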
ELG1 genotoxic = qHTS screen for small molecules that induce genotoxicity in human embryonic kidney (HEK293T) cells expressing luciferase-tagged ELG1; 330,000 compounds, 1.3% hits; Potency, µM (highest dose often 46 µM), for the others: at the top dose activity change, positive = activation, hits mostly activators; HEK293T ELG1-luciferase reporter, luminescence, 16 h; also: % of control where 0% means no effect; nearly all actives have a fitted effect of over 60% in size
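Cells (2,000/well) expressing the ELG1-luciferase fusion are dosed by pin tool and kept 16 hr at 37 °C, 5% CO2. Signal comes from ONE-Glo luciferase reagent after 30 min at room temperature.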
NPC1 promoter act = qHTS Assay for NPC1 Promoter Activators; Potency, µM (top dose mostly 9.22 µM), inactives show at the highest dose activation, most hits filed as activators; Huh7 NPC1 promoter luciferase reporter, 24 h; 320,000 compounds, 2.4% hits; AID 485313, 2010;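 also: % of control where 0% means no effect; nearly all actives have a fitted effect of over 60% in size; reporter is driven by a mutant NPC1 promoter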
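Compounds in DMSO were transferred onto Huh7 NPC1-luciferase reporter cells pre-incubated 2 h; after 24 h at 37 °C, Amplite reagent was dispensed and luminescence recorded 10 min later.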
CXXC DNA block = qHTS Fluorescence Polarization Assay for Inhibitors of MLL CXXC domain - DNA interaction | MLL-CXXC / FITC-HOXA9 DNA fluorescence polarization | Potency, µM (doses to about 115 µM), for the others: at the highest dose activity change, negative = inhibition, hits mostly inhibitors | 290,000 compounds, 0.037% hits | AID 2662, 2010; active = well fitted inhibition curve with a large enough effect in the polarisation, with a control signal flat, not every such curve was filed as active; inconclusive = small, poorly fitted or top-dose-only effect, or effect the other way, or a change in a side signal; inactive = no such curve, though single readings can be large or run the other way; the % refers to the polarisation
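Steps: dispense CXXC domain solution (7 uM) → pin compounds or unlabeled HOX-A9 DNA control → 5 min ambient → add FLSN-HOX-A9 solution (50 nM) → spin → 30 min ambient → fluorescence polarization. Tris pH 7.5/NaCl/DTT/BSA buffer.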
MBNL1-CUG inh = qHTS Assay for Inhibitors of MBNL1-poly(CUG) RNA binding | TR-FRET MBNL1-His/biotin-(CUG)12 binding, 665/545 ratio | Muscleblind-like protein 1 (Homo sapiens), Q9NR56 | Potency, µM (highest dose often 57.5 µM), for inactives: at the highest dose activity change, negative = inhibition, most hits filed as inhibitors | 280,000 compounds, 0.036% hits; active = well fitted inhibition curve with a large enough effect in the signal ratio, with a control signal flat, not every such curve was filed as active; inconclusive = small, poorly fitted or top-dose-only effect, or effect the other way, or a change in a side signal; inactive = no such curve, though single readings can be large or run the other way; the % refers to the signal ratio; also: % is scaled to controls: 0 for no effect and ±100 for the full control effect
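TR-FRET between His-tagged MBNL1 and biotin-(CUG)12 RNA, detected with Tb anti-His antibody (0.055 ng/ul) and streptavidin-XL665 (5 nM), 60 min at room temperature. Compounds titrated 92 nM to 58 uM; 665/545 nm ratio normalized to buffer and complex controls.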
VP16 counter = VP16 counterscreen qHTS for inhibitors of ROR gamma transcriptional activity; Drosophila S2 Gal4-VP16 UAS-luciferase, luminescence, 20 h; Potency, µM (titrated, usually from 53.6 µM), without a hit: at the highest dose activity, negative = inhibition, usual class: inhibitors; 310,000 compounds, 3.5% hits; AID 2546, 2010;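 also: Gal4-VP16 expression switched on by copper sulfate through the metallothionein promoter; % is scaled to controls: 0 for no effect and ±100 for the full control effect; nearly all actives have a fitted effect of over 50% in size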
uPA generation = qHTS for Inhibitors of Cell Surface uPA Generation | cell surface uPA generation assay, qHTS | Potency, µM (top dose mostly 38.3 µM), for inactives: at the top dose activity change, negative = inhibition, most hits filed as inhibitors | 330,000 compounds, 0.31% hits; active = well fitted inhibition curve with a large enough effect; inconclusive = small, poorly fitted or top-dose-only effect; inactive = no such curve, though single readings can be large or run the other way; tested in mouse RAW 264.7 cells; also: % is scaled to controls: 0 for no effect and ±100 for the full control effect; nearly all actives have a fitted effect of over 55% in size
FLuc counter = qHTS profiling assay for firefly luciferase inhibitor/activator using purifed enzyme and Km concentrations of substrates (counterscreen for miR-21 project) | Potency, µM (doses to about 57.5 µM), without a hit: at the highest dose activity change, negative = inhibition, most hits filed as inhibitors | 360,000 compounds, 6.9% hits | AID 588342, 2011 | purified FLuc, Km substrates, luminescence inhibition;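 also: plate controls were vehicle for no effect and reference inhibitor for full effect; nearly all actives have a fitted effect of over 55% in size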
Target sequence (P08659 whole entry, looked up): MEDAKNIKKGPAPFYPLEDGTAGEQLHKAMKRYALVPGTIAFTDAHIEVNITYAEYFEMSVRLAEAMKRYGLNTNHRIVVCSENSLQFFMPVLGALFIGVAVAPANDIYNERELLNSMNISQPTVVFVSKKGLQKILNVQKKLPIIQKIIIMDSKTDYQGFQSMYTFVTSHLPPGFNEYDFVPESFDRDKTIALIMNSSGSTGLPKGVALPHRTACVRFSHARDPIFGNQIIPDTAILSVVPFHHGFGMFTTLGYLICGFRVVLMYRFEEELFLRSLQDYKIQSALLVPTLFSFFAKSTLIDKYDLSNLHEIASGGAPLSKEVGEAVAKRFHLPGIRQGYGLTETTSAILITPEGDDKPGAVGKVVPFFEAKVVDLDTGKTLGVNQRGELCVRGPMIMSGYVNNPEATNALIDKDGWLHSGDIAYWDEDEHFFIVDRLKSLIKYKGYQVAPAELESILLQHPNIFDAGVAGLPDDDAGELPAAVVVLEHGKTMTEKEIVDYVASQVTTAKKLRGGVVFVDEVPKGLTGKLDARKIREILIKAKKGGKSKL
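Biochemical qHTS of compounds, final roughly 60 µM downward over six points, against 10 nM purified firefly luciferase using Km concentrations of substrates (10 uM D-luciferin, 10 uM ATP) in Tris acetate pH 7.5 buffer; luminescence output.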
* marks the source's active call; other numbers are inactive results; ? = inconclusive; · = no result given; [ ] = remark or other dose. Unless noted, calls follow the shape of the dose curve; as a rule, active = well fitted curve in the direction sought with a large enough effect; inconclusive = small, poorly fitted or top-dose-only effect, or another doubt; inactive = no such curve, though single readings can be large; an effect the other way counts as inactive or inconclusive. Potency is read from the fitted curve at half-maximal effect.

SMILES	p53 reactivator	Rab9 prom act	BRCA1 expr up	RORg inh	ELG1 genotoxic	NPC1 promoter act	CXXC DNA block	MBNL1-CUG inh	VP16 counter	uPA generation	FLuc counter
O=C(NCc1ccc(Cl)cc1)C(=O)N/N=C/c1ccc(Br)cc1	3%	2%	15%	3%	?	-5%	26%	-3%	4%	1%	-4%
Cc1cc([N+](=O)[O-])ccc1-c1ccc(C2Nc3ccccc3C(=O)N2O)o1 (configuration not stated)	6%	-10%	-78%	?	?	-7%	-22%	39%[activator]	0.71µM*	·	-10%
NC(=O)[C@@H]1CCCNc2c(I)cc([N+](=O)[O-])cc2C(=O)N[C@@H](CO)C(=O)NCC(=O)N1	8%	-3%	-2%	-3%	1%	-2%	8%	?	-2%	10%	3%
CC(C)(C)NC(=O)NC(=O)CSc1cccc(C(F)(F)F)c1	-7%	0%	-11%	34%	-2%	-3%	-8%	-5%	-5%	5%	-5%
O=C(NC(=S)Nc1ccccc1Cl)c1cncc(C#Cc2ccccc2)c1	-4%	-5%	1%	-32%	-2%	-1%	-10%	·	-5%	12%	-2%
O=S(=O)(c1ccc(-c2ccon2)s1)N1CCOCC1	-2%	-2%	-3%	17%	-1%	-3%	1%	·	-8%	0%	0%
CC(C)C(=O)NC(=S)/C=C1/N(C)c2ccccc2C1(C)C	8%	-5%	-10%	3.5µM*	-3%	-8%	10%	·	4µM*	-2%	-5%
COc1cccc(-c2cc(N3C(=O)Nc4ccccc4N3O)n[nH]2)c1	11%	-3%	-10%	-23%	1%	4%	-1%	-3%	-1%	-6%	15µM*
N#CC(C#N)=Cc1cccn1-c1ccc(C(=O)O)cc1	0%	7%	21%	6%	1%	-2%	5%	12%	11%	0%	-15%
Cc1ccccc1OCC(O)CN (configuration not stated)	0%	-4%	9%	4%	-4%	-2%	0%	-9%	-1%	1%	-7%
COC(=O)c1ccc(NC(=S)NC2CCc3ccccc32)cc1 (configuration not stated)	-4%	-2%	4%	7.9µM*	-3%	-8%	7%	-5%	?	-2%	6%
COc1cc2c(c(OC)c1OC)-c1c(cc3c(c1O)OCO3)C[C@@H](C)[C@@H](C)C2	-3%	-16%	-24%	1%	-1%	-3%	6%	-5%	-4%	11µM*	6%
CC(C)=CCOc1ccc2c(C)c(CC(=O)N3C[C@H]4C[C@@H](C3)c3cccc(=O)n3C4)c(=O)oc2c1C	·	1%	-22%	22%	3%	4%	-16%	1%	1%	-9%	?
C1CCC(OCCN2CCN(CCOC3CCCCC3)CC2)CC1	-1%	4%	-3%	-13%	-7%	1%	-15%	0%	7%	0%	0%
N#CCc1nc(C(c2ccccc2)c2ccccc2)no1	12%	0%	-7%	?	-3%	-1%	-10%	3%	-17%	-3%	0%
Cc1sc2ncnc(N3CCN(Cc4ccccc4)CC3)c2c1-c1ccccc1	-4%	-2%	-60%	-26%	-25%	0%	-13%	-7%	1%	-6%	3%
O=S(=O)(NCCSc1nnc(-c2ccco2)n1-c1ccccc1)c1ccccc1	5%	-5%	-40%	26%	-3%	-3%	-14%	-13%	-10%	-7%	1%
Cc1ccc(/C=C/C2=NN(Cc3ccccc3)C(=O)CC2)cc1	-10%	-1%	-2%	35%	-1%	-2%	15%	4%	-7%	3%	1%
COc1cccc(/C=N/NC(N)=S)c1OCc1cccc(Cl)c1	-12%	-5%	-44%	2.8µM*	-11%	0%	-3%	·	4µM*	3%	-4%
Nc1c(C(=O)Nc2ccc3c(c2)OCCO3)nnn1Cc1ccccc1Cl	?	2.2µM*	?	·	17%	2.8µM*	·	·	·	-6%	?
O=C(Nc1ccc2c(c1)CCC2)c1cccc(S(=O)(=O)N2CCN(c3ccc(F)cc3)CC2)c1	9%	-5%	-19%	37%	-7%	-13%	-13%	-5%	-9%	-2%	9%
O=C(Nc1nc2ccc(S(=O)(=O)N3CCCCC3)cc2s1)C1CCCO1 (configuration not stated)	3%	3%	-13%	2%	-1%	-3%	5%	3%	0%	1%	2%
O=C1Nc2c(ccc(Cl)c2Cl)C(=O)C1(F)c1ccccc1 (configuration not stated)	1%	1%	-46%	?	1%	15%	10%	-5%	-9%	-4%	6%
CC(C)(C)c1ccc(/C=C(\C#N)C(=O)NCCN2CCOCC2)cc1	2%	-5%	-19%	?	-5%	-4%	-23%	-3%	-12%	0%	-17%
O=C(O)C1CC=C(Cl)CC1C(=O)NCC1OCCc2ccccc21 (configuration not stated)	-5%	1%	3%	-10%	1%	1%	2%	-10%	0%	-3%	1%
CCOC(=O)c1c(C)nc(C)c(C(=O)OCC)c1-c1ccc(O)c(OC)c1	1%	-7%	-17%	39%	-6%	-4%	-2%	4%	-4%	1%	-19%
CCN(CC)S(=O)(=O)c1ccc(C(=O)OC2CCCCC2CN(C)C)cc1 (configuration not stated)	2%	-2%	-1%	-17%	0%	2%	2%	2%	-1%	3%	2%
CC(C)CC(=O)Nc1ncc([N+](=O)[O-])s1	20%	-1%	-2%	44%	3%	0%	0%	?	?	19%	?
CCOC(=O)C1=C(C)N(CCCCCC(=O)O)C(=O)NC1c1ccccc1OC(=O)c1cccs1 (configuration not stated)	-1%	0%	2%	?	0%	-4%	26%	-11%	6%	6%	4%
Cc1ccc(S(=O)(=O)NCCC(=O)NCC(c2ccc(F)cc2)N2CCOCC2)cc1 (configuration not stated)	0%	2%	3%	·	2%	8%	·	·	·	4%	3%
CCCSc1nsc(NC(=O)Nc2ccc(F)cc2F)n1	-5%	19%	-3%	?	-4%	?	-3%	-4%	?	3%	?
CCOc1ccc(-c2nnc(SCc3nnc(-c4ccccc4)o3)n2-c2ccccc2F)cc1	?	12%	-27%	18%	3%	11%	4%	-5%	2%	-4%	27µM*
Cc1cc(C)c(S(=O)(=O)NCC(=O)NCc2ccco2)c(C)c1	-2%	2%	0%	4%	15%	-3%	2%	-3%	8%	-2%	-2%
CCc1ccc(C(=O)Cn2ccsc2=N)cc1	?	0.71µM*	2%	?	?	1.6µM*	-2%	0%	-22%	-11%	1.3µM*
CN(C)c1ccc(/C=C(/NC(=O)c2ccccc2)C(=O)N2CCCC2)cc1	-3%	-1%	-17%	13%	-2%	0%	-7%	20%	5%	-7%	17µM*
Cc1ccc(N2CCN(S(=O)(=O)c3ccc4c(c3)n(C)c(=O)c(=O)n4C)CC2C)cc1 (configuration not stated)	-12%	-5%	-1%	16%	9%	-8%	-2%	-15%[11.5 µM]	-4%	2%	-1%
CC1(C)Cc2c(sc3[nH]c(=S)n(Cc4ccco4)c(=O)c23)CO1	-4%	-2%	5%	1µM*	2%	-2%	-4%	40%[activator]	1.4µM*	-19%	7%
Cc1ccc(NC(=O)CN2C(=O)N/C(=C/c3cccn3-c3ccc(C(=O)O)cc3)C2=O)cc1	-11%	-1%	?	21%	2%	0%	-2%	?	-3%	1%	-1%
CCOC(=O)C1=C(C)NC2=C(C(=O)C(C(=O)OCC)C(c3ccco3)C2)C1c1ccccn1 (configuration not stated)	-9%	2%	2%	1%	-6%	-4%	11%	6%	1%	0%	-3%[2.3 µM]
O=C(c1ccc(CS(=O)c2cccc(Cl)c2)o1)N1CCCCCC1 (configuration not stated)	1%	-7%	16%	?	-8%	-4%	-7%	-3%	-4%	-5%	2%
Cc1cccc2cc(CN(CC3CCCO3)C(=O)c3cccs3)c(=O)[nH]c12 (configuration not stated)	3%	-2%	9%	2%	3%	-2%	2%	-3%	-1%	-14%	5%

Assay outcomes (PubChem)

This is a subset; count on the stated rates, not on these rows.
